From PubChem BioAssay
TNAP inhibition = inhibition of tissue-nonspecific alkaline phosphatase – biochemical, luminescent (AID 518); purified TNAP enzyme, luminescent substrate readout; higher % means a stronger effect; inhibition, % at 20 µM; hits with a dose series show IC50 in µM; actives 0.09% (n = 64,000); in the data active = a potency from the dose series; inactive = the rest, 99 in 100 with inhibition below about 22%;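 also: plate controls were vehicle for no effect and reference inhibitor for full effect; many of its hits are not listed in these tables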
Spn MK inh = inhibitors of Streptococcus pneumoniae mevalonate kinase; purified MK, PK/LDH-coupled NADH absorbance 340 nm; inhibition, % at 10 µM; actives 0.48% (n = 65,000); AID 555;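 active = ranked among the strongest by inhibition in the single 10 µM screen, a fixed top-ranked set picked for dose follow-up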; also: no value below 0 was filed
KRASV12 cytotoxicity = viability loss of HPDE-C7K cells – cell-based, fluorescence, HTS, primary screen (AID 431); cytotoxicity, % at 10 µM; hits with a dose series show EC50 in µM; HPDE-C7K KRASV12 cells, Alamar Blue viability, 48 h; higher % means a stronger effect; actives 1.7% (n = 63,000);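 active = compounds whose percent cytotoxicity in the single-dose primary screen, scaled between solvent and toxic-drug controls, exceeds 50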;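 also: 0% = DMSO solvent wells and 100% = doxorubicin-treated wells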
LYP phosphatase = inhibition of human PTPN22 tyrosine phosphatase – biochemical, DiFMUP fluorescence, recombinant catalytic domain, 10 µM, primary screen (AID 606); 52,000 tested, under 10 active; one-dose inhibition, % at 10 µM; IC50 in µM for titrated hits; recombinant LYP catalytic domain, DiFMUP fluorescence; higher % means a stronger effect;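 active = IC50 under 40 µM in the dose-response test; inactive = IC50 of 40 µM or more, or never dose-tested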
Spn DPM-DC inh = blocks S. pneumoniae diphosphomevalonate decarboxylase; purified DPM-DC, PK/LDH coupled NADH fluorescence; calls only at 10 µM; actives 0.49% (n = 65,000); AID 556;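 active = the 320 compounds with the highest percent inhibition in the single-dose primary screen, excluding strongly autofluorescent ones, cut at about 32% in these data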;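 also: kinetic rate of NADH fluorescence loss reporting ADP formed by the decarboxylase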
Bfl-1 displacement = Bfl-1 inhibitors, primary screen, biochemical, fluorescence polarization, FITC-Bid, mouse (AID 432); FITC-Bid BH3 peptide fluorescence polarization displacement; higher % means a stronger effect; displacement, % at 20 µM; hits with a dose series show IC50 in µM; actives 0.02% (n = 64,000); in the data active = a potency from the dose series; inactive = the rest, 99 in 100 with displacement below about 15%; also: strong numbers were not always called active
HT1080 viability = cytotoxicity in HT1080 fibrosarcoma cells, cell-based, fluorescence readout (AID 620) | cytotoxicity, % at 10 µM, or EC50 in µM where a hit was titrated | actives 0.42% (n = 87,000) | HT1080 viability, fluorescence; higher % means a stronger effect;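 also: cells exposed to compound overnight then 4 h with Alamar Blue; 0% = vehicle DMSO and 100% = killing control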
Spn PMK inh = inhibitors of Streptococcus pneumoniae phosphomevalonate kinase. inhibition, % at 10 µM. purified PMK, PK/LDH-coupled NADH absorbance 340 nm. actives 0.49% (n = 65,000);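 active = top-ranked compounds by inhibition in the single 10 µM screen, taking a fixed number of the strongest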;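 also: 0% = full reaction with DMSO carrier and 100% = background rate without enzyme reaction; no value below 0 was filed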
HPDE-C7 viability = HPDE-C7 pancreatic duct cell viability loss – fluorescence, HTS (AID 430) | HPDE-C7 pancreatic duct cells viability, fluorescence; higher % means a stronger effect | cytotoxicity, % at 10 µM, or EC50 in µM where a hit was titrated | actives 1.8% (n = 63,000);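 also: cells exposed to compound for 48 hours before viability readout; 0% = vehicle and 100% = reference cytotoxic drug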
Spn PMK inh pilot replicates = further read-out of Spn PMK inh, marked with its call; inhibition, %; measured here: pilot screen replicates
Spn MK inh pilot replicates = recorded beside Spn MK inh, whose call it bears; inhibition, %; measured here: pilot screen replicates
Spn DPM-DC inh pilot screen % = also measured in Spn DPM-DC inh; calls as there; inhibition, %; measured here: pilot screen trials
Active calls of the source: *; i = inactive; . = not tested or not shown. Rule as the data show it, unless noted: active = cytotoxicity above about 50%; inactive = the rest. Compounds as they come; any-hit rate near 3.4%.

SMILES | TNAP inhibition | Spn MK inh | KRASV12 cytotoxicity | LYP phosphatase | Spn DPM-DC inh | Bfl-1 displacement | HT1080 viability | Spn PMK inh | HPDE-C7 viability | others
CCN1C=CC(=C2C(=O)c3ccccc3C2=O)C=C1 | -1% | 9 | -12% | . | i | 3% | . | 0 | -14%
O=C(O)CCC(=O)CCC(=O)c1ccccc1 | 8% | 1 | 11% | 12% | i | -2% | 1% | 17 | -7%
O=C(CN1CCOCC1)Nc1ccc(S(=O)(=O)NC2CCCCC2)cc1 | 14% | 15 | 4% | 10% | i | -2% | 10% | 16 | 9%
Cc1ccc(N2CCN(C(=O)c3ccccc3Br)CC2)c(C)c1 | 13% | 8 | -18% | 7% | i | -1% | -7% | 3 | -20% | Spn PMK inh pilot replicates=0.0;Spn MK inh pilot replicates=0.0;Spn DPM-DC inh pilot screen %=0.0
CS(=O)(=O)Nc1cccc(C(=O)CC2(O)C(=O)Nc3ccc(Br)cc32)c1 (stereo not drawn) | 1% | 8 | -22% | 5% | i | -3% | -63% | 10 | -9%
Cc1ccc2nc3c(cc(C(=O)NCC4CCCO4)n3C)c(=O)n2c1 (stereo not drawn) | 6% | 0 | 1% | 10% | . | 4% | 6% | 8 | -6% | Spn PMK inh pilot replicates=0.0;Spn MK inh pilot replicates=0.0
O=C(Nc1nnc(/N=C/c2ccco2)s1)c1ccc(F)cc1 | 5% | 2 | -3% | . | i | -4% | -2% | 0 | -18%
Cc1occc1-c1nnc(SCC(=O)Nc2ccccc2N2CCCCC2)n1C | 2% | 17 | -10% | -8% | i | -7% | 1% | 11 | -16%
CN(C)/C=C1/Nc2ccccc2C1=O | 24% | 6 | -29% | . | i | 4% | -18% | 8 | -26%
C=C(C)COc1ccc(-c2nc(N)nc(C)c2Oc2ccccc2OC)c(O)c1 | 10% | 3 | 1% | 11% | i | -1% | -2% | 1 | -1%
O=C(NC1CCCc2ccccc21)C1CCCN(S(=O)(=O)c2cnc[nH]2)C1 (stereo not drawn) | 5% | 3 | -1% | . | i | -1% | -9% | 0 | 9%
N#Cc1nc(COc2ccc(Cl)cc2Cl)oc1N1CCN(c2ccccc2)CC1 | 13% | 9 | 2% | . | i | -2% | 35% | 8 | 2%
O=C(O)c1ccc2c(c1)N(Cc1cccc(F)c1)C(=O)CS2 | -6% | 0 | 4% | 0% | i | -1% | 18% | 0 | -6%
CC(NC(=O)C1CCC1)c1ccc2c(c1)OCO2 (stereo not drawn) | -5% | 5 | 7% | 0% | i | 2% | 4% | 1 | -2%
Cc1ccc(O)c(-c2cc(C(=O)Nc3ccc(S(=O)(=O)N4CC(C)OC(C)C4)cc3)[nH]n2)c1 (stereo not drawn) | 0% | 2 | -13% | . | i | 6% | . | 12 | -30% | Spn PMK inh pilot replicates=3.0;Spn MK inh pilot replicates=0.0;Spn DPM-DC inh pilot screen %=8.0
Cc1cc(C)c(NC(=O)CS(=O)CC(=O)NCC2CCCO2)c(C)c1 (stereo not drawn) | 2% | 0 | -9% | . | i | -6% | 0% | 11 | -15%
N#CC1=C(N)NC(SCc2ccccc2)=C(C#N)C12CCCCC2 | 11% | 4 | 78%* | . | i | 0% | 33% | 2 | 72%*
FC(F)(F)c1ccccc1Nc1nccs1 | 4% | 4 | 15% | 17% | i | -4% | -8% | 10 | 9%
Cc1ccc(C)c(NC(=O)C2CC(O)CN2C(=O)OC(C)(C)C)c1 (stereo not drawn) | 3% | 2 | 2% | 9% | i | -1% | 0% | 18 | 5%
Cc1ccc(NC(=O)CSc2nnc(Cn3c(=O)sc4ccccc43)n2C)cc1 | 9% | 1 | 6% | . | i | 4% | 3% | 1 | -8%
O=C(C1CCN(S(=O)(=O)N2CCC3(CC2)OCCO3)CC1)N1CCOCC1 | 5% | 0 | 4% | 2% | i | 3% | 2% | 21 | -14% | Spn PMK inh pilot replicates=0.5;Spn MK inh pilot replicates=1.0;Spn DPM-DC inh pilot screen %=0.5
CC(C)Cc1nnc(NC(=O)CSc2ncn[nH]2)s1 | . | 5 | . | 0% | i | . | 9% | 11 | .
Cc1cc(C)n(-c2nc(NCCO)c3c4c(sc3n2)CCCC4)n1 | 6% | 2 | 20% | 4% | i | -3% | 29% | 9 | 26%
COc1cc(/C=N/n2nnnc2N)ccc1O | 8% | 1 | 10% | 11% | i | 2% | -6% | 9 | 4%
CCCC(=O)C1=C(N(C)c2ccccc2)CC(C)(C)C(C(=O)OC)C1=O (stereo not drawn) | 11% | 9 | 4% | 1% | i | 6% | 8% | 8 | 2% | Spn PMK inh pilot replicates=0.0;Spn MK inh pilot replicates=2.5;Spn DPM-DC inh pilot screen %=0.0
O=C(c1cc2ccccc2c(=O)o1)N1CCCc2ccccc21 | 15% | 6 | 6% | . | i | -9% | 5% | 10 | 8%
Cc1ccc(-c2nnc3ccc(SC(C)C(=O)O)nn23)cc1 (stereo not drawn) | 5% | 8 | -7% | 0% | i | -10% | 2% | 0 | 4%
Cn1cnc2c(N3CCCCC3)nccc21 | 10% | 8 | 4% | 10% | i | 9% | 0% | 18 | -18% | Spn PMK inh pilot replicates=3.0;Spn MK inh pilot replicates=0.0;Spn DPM-DC inh pilot screen %=3.0
CCc1nnc2sc(-c3cc(-c4ccccc4)nc4ccccc34)nn12 | 11% | 5 | 2% | 8% | i | -7% | -9% | 11 | 11% | Spn PMK inh pilot replicates=2.5;Spn MK inh pilot replicates=3.0;Spn DPM-DC inh pilot screen %=7.5
CCC(=O)Oc1ccc(/C(CC)=C(\CC)c2ccc(OC(=O)CC)cc2)cc1 | 17% | 2 | 3.9µM* | 33% | i | -2% | -13% | 3 | 4.6µM* | Spn PMK inh pilot replicates=1.0;Spn MK inh pilot replicates=0.0;Spn DPM-DC inh pilot screen %=1.5
CCSc1nnc2c(n1)OC(C)(C)Nc1ccccc1-2 | 10% | 6 | -8% | 5% | i | 1% | 4% | 9 | -16%
CC(=O)N(c1c(C)n(C)n(-c2ccccc2)c1=O)C1(C(=O)NC2CCCC2)CCCCC1 | 0% | 8 | -8% | 0% | i | 6% | 0% | 0 | -21%
Cc1ccccc1S(=O)(=O)Cc1ccc(C(=O)NCCN2CCCCC2C)o1 (stereo not drawn) | 2% | 0 | 6% | -8% | i | -7% | -5% | 5 | -4%
Cc1nn2c(-c3cccc(NC(=O)CSc4nc5ccccc5o4)c3)nnc2c2ccccc12 | 6% | 15 | 7.7µM* | 9% | i | 21% | -2% | 6 | 7.9µM*
CC1CN(C(=O)N2c3ccccc3Sc3ccccc32)C(C)CC1=O (stereo not drawn) | 1% | 5 | 9% | 9% | i | 2% | -7% | 11 | 3%
COC(=O)c1cccc(OCC(O)Cn2cnc3cc(C)c(C)cc32)c1 (stereo not drawn) | -3% | 5 | 3% | . | i | 1% | . | 19 | -6%
O=C(Nc1nnc(-c2cccs2)o1)c1cccc(Oc2ccccc2)c1 | 4% | 0 | 35% | 10% | i | -8% | -1% | 0 | 50%*
COc1ccc(OC)c(N(CC(=O)Nc2ccccc2)S(C)(=O)=O)c1 | 7% | 6 | -6% | 9% | i | 8% | 3% | 15 | 4%
CC(=O)N(CCc1ccccc1C)Cc1cc2cc3c(cc2[nH]c1=O)OCO3 | 10% | 6 | 53%* | 4% | . | -1% | 3% | 8 | -4% | Spn PMK inh pilot replicates=0.5;Spn MK inh pilot replicates=0.5
Cc1cc(Nc2ccc3c(c2)OCCO3)n2nc(C)nc2n1 | 1% | 10 | 5% | 5% | i | 5% | -3% | 9 | -3%
CCc1nnc(NC(=O)CSc2nnc(-c3c[nH]c4ccccc34)n2CCOC)s1 | 2% | 1 | 1% | 10% | i | 0% | -1% | 12 | -18%
O=c1nc(-c2ccccc2)n(-c2ccccc2)c2ncccc12 | 5% | 5 | -6% | 10% | i | -7% | . | 0 | 2%
CN1C(=O)Cc2cc(S(=O)(=O)N3CCOCC3)ccc21 | 8% | 0 | -10% | . | i | -2% | -6% | 21 | -17%
CC(=O)N1CCc2cc(Br)cc(S(=O)(=O)NCc3ccccn3)c21 | 3% | 4 | 24% | -6% | i | 1% | 1% | 13 | 18%
CC1(C)NC(=O)N(CC(O)CN2CCOCC2)C1=O (stereo not drawn) | 6% | 10 | 0% | 5% | i | -6% | -4% | 5 | -6%
Cc1ccc2c(c1)nnn2C1CCN(CC(=O)NCCc2ccccc2)CC1 | 12% | 17 | -7% | 2% | i | 4% | 16% | 7 | -6%
O=C1N(CN2C(=O)C3(OCCO3)c3ccccc32)c2ccccc2C12OCCO2 | -4% | 5 | 3% | 2% | i | 6% | -5% | 15 | 2%
COC(=O)COc1ccc2oc(=O)cc(C)c2c1 | 4% | 7 | -1% | -2% | i | -5% | 0% | 9 | 4%
COC(=O)Nc1ccc(C)cc1NC(=O)OC | 12% | 6 | -3% | 11% | i | 7% | 7% | 4 | -24% | Spn PMK inh pilot replicates=0.0;Spn MK inh pilot replicates=0.5;Spn DPM-DC inh pilot screen %=0.0
O=C(CN1CCOc2ccccc21)NC1CCCCCCC1 | 3% | 4 | -7% | 10% | i | -7% | -12% | 7 | -9%

Going on with the list:
SMILES | TNAP inhibition | Spn MK inh | KRASV12 cytotoxicity | LYP phosphatase | Spn DPM-DC inh | Bfl-1 displacement | HT1080 viability | Spn PMK inh | HPDE-C7 viability | others
c1ccc(N(c2ccccc2)c2nc(-n3ccnc3)nc(-n3ccnc3)n2)cc1 | 18% | 0 | 11% | 13% | i | -9% | 0% | 18 | 3%
COC(=O)CSc1ccc2nnc(-c3ccc(F)cc3)n2n1 | 6% | 3 | -2% | -7% | i | -10% | -4% | 16 | -10%
Cc1c(C(=O)N2CCN(c3ccccn3)CC2)oc2ccccc12 | 5% | 0 | -10% | -5% | i | -3% | -3% | 1 | -10%
COc1ccc(C(F)(F)F)cc1NC(=O)c1nc2nc(C)cc(C(F)F)n2n1 | 23% | 1 | 18% | 2% | . | 6% | -1% | 8 | 1% | Spn PMK inh pilot replicates=0.0;Spn MK inh pilot replicates=1.0
CCOC(=O)c1ccc(-c2n[nH]c(=O)c3ccccc23)cc1 | 8% | 6 | 5% | -1% | i | 1% | 22% | 10 | 6%
Cc1ccc(-n2c(N)c(C(=O)N3CCOCC3)sc2=S)c(C)c1 | 10% | 3 | -8% | . | i | -2% | 6% | 0 | 3%
